Pol iota inh: inhibitors of human DNA polymerase iota; Q9UNA4; Pol iota fluorescent replication assay, 10 min; Potency, µM (top dose mostly 115 µM), without a hit: top-dose activity, negative = inhibition, usual class: inhibitors; 390,000 compounds, 1% hits; AID 588590
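Fluorescent replication assay read twice, at 0 min and 10 min after adding 50 nM (final) substrate. Enzyme (10 nM) and compounds were first incubated 15 min at room temperature; enzyme-free buffer wells were negative controls.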
BAZ2B inh: BAZ2B (human) inhibition | Q9UIF8 | AlphaScreen BAZ2B-H3K14Ac peptide displacement | Potency, µM (series often up to 114 µM), inactives show top-dose activity change, negative = inhibition, usual class: inhibitors | 360,000 compounds, 4.4% hits | AID 504333; also: % is scaled to controls: 0 for no effect and ±100 for the full control effect; nearly all actives have a fitted effect of over 60% in size
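BAZ2B 50 nM plus b-H3(5-23)K14Ac 50 nM, PBS pH 7.4/0.01% Tween-20, 30 min RT; compound added (max 110 uM), 30 min RT; streptavidin donor/Ni-chelate acceptor beads 10 ug/mL final, 20 min dark; AlphaScreen read.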
HP1b binding inh: blocks HP1-beta chromodomain binding to methylated histone tails; P83916; AlphaScreen HP1-beta / biotin-H3K9me3 peptide binding; Potency, µM (doses to about 114 µM), inactives show top-dose activity change, negative = inhibition, usual class: inhibitors; 390,000 compounds, 0.56% hits; also: nearly all actives have a fitted effect of over 70% in size; inactives centre near 23
Target sequence (P83916 whole entry, looked up): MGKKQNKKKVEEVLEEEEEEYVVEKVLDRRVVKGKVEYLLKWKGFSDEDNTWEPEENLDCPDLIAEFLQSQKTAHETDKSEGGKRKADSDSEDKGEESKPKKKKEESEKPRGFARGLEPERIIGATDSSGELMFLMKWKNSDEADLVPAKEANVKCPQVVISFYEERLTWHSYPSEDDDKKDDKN
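HP1-beta protein (50 nM final) preincubated 30 min at room temperature with biotinylated H3(1-18)K9me3 peptide (50 nM) in PBS pH 7.4, 0.01% Tween-20, then compound added for 30 min. AlphaScreen streptavidin donor/nickel chelate acceptor beads (10 ug/mL final), 30 min dark, luminescence read.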
JMJD2A Tudor inh: inhibitors of human JMJD2A Tudor domain; O75164; AlphaScreen JMJD2A-Tudor / H3K4me3 peptide binding; Potency, µM (highest dose often 114 µM), for the others: at the highest dose activity change, negative = inhibition, most hits filed as inhibitors; 390,000 compounds, 4.4% hits; AID 504339; also: % is scaled to controls: 0 for no effect and ±100 for the full control effect; nearly all actives have a fitted effect of over 50% in size
GLS inhibitor: blocks human kidney-isoform glutaminase activity; GLS enzymatic activity, qHTS titration; Potency, µM (doses to about 45.5 µM), without a hit: at the top dose activity change, negative = inhibition, actives largely listed as inhibitors; O94925; 410,000 compounds, 0.21% hits; also: % is scaled to controls: 0 for no effect and ±100 for the full control effect
Target sequence (O94925 whole entry, looked up, canonical isoform): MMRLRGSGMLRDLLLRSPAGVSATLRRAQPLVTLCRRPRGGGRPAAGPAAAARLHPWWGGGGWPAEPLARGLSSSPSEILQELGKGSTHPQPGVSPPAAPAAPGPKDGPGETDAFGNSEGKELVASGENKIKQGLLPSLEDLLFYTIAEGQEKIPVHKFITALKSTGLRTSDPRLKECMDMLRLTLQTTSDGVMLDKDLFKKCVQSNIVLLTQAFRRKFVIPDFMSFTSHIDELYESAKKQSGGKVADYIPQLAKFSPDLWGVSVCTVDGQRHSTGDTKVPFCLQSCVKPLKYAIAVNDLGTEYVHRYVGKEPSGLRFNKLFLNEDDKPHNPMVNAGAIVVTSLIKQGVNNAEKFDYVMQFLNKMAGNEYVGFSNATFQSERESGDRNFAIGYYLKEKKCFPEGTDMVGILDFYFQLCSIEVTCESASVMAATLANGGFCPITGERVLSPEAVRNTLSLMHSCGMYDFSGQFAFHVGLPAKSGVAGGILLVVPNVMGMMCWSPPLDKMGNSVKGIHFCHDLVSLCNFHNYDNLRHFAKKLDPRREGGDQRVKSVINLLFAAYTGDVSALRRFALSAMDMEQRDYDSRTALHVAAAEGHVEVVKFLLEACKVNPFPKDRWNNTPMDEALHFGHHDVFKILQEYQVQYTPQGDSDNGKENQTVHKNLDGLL
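Compounds were pin-transferred onto hKGA, after which L-glutamine (1 mM solution) and a detection mix of glutamate oxidase, HRP and Amplex Red were added. Initial and 30 min RT fluorescence reads were collected.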
BLM inh: inhibitors of human Bloom syndrome helicase BLM | P54132 | recombinant BLM DNA unwinding, fluorescence dequenching | Potency, µM (highest dose often 56.1 µM), inactives show at the top dose activity change, negative = inhibition, actives largely listed as inhibitors | 350,000 compounds, 0.2% hits;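 also: plate controls were vehicle for no effect and no enzyme for full effect; nearly all actives have a fitted effect of over 35% in size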
G9a block: G9a (human) methyltransferase inhibition; Q96KQ7; G9a H3K9 monomethylation, AlphaScreen, 2 h; Potency, µM (top dose mostly 102 µM), without a hit: at the top dose activity, negative = inhibition, usual class: inhibitors; 350,000 compounds, 8.8% hits; AID 504332; also: % is scaled to controls: 0 for no effect and ±100 for the full control effect; nearly all actives have a fitted effect of over 75% in size
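Chemiluminescent proximity detection of H3K9 monomethylation, read after 10 min bead incubation in the dark. Reaction: 20 nM G9a, 500 nM biotin-H3K9 peptide, 20 uM SAM cofactor, 2 h, room temperature, following 15 min enzyme-compound preincubation.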
Tb PGK inh: inhibitors of T. brucei phosphoglycerate kinase. P07378. 380,000 compounds, 0.043% hits. PGK/GAPDH coupled, Kinase-Glo luminescence, 60 min. Potency, µM (series often up to 57.5 µM), without a hit: at the highest dose activity change, negative = inhibition, usual class: inhibitors. AID 602233; also: % is scaled to controls: 0 for no effect and ±100 for the full control effect; nearly all actives have a fitted effect of over 60% in size
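Recombinant glycosomal PGK reaction used 1,3-bisphosphoglycerate generated in-well by GAPDH (100nM final) in 100mM TEA pH 7.6, 5mM MgCl2, 0.01% Tween-20. After 60 minutes at room temperature, ATP was read by Kinase-Glo Plus luminescence end-point.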
Pin1 inh: blocks the human prolyl isomerase Pin1; 390,000 compounds, 0.009% hits; Potency, µM (top dose mostly 115 µM), inactives show top-dose activity, negative = inhibition, usual class: inhibitors; Q13526; Pin1 FP peptide displacement, HiFluor488, 10 min; active = well fitted inhibition curve with a large enough effect in the polarisation, with a control signal flat, not every such curve was filed as active; inconclusive = small, poorly fitted or top-dose-only effect, or effect the other way, or a change in a side signal; inactive = no such curve, though single readings can be large or run the other way; the % refers to the polarisation; also: % is scaled to controls: 0 for no effect and ±100 for the full control effect
Target sequence (Q13526 whole entry, looked up): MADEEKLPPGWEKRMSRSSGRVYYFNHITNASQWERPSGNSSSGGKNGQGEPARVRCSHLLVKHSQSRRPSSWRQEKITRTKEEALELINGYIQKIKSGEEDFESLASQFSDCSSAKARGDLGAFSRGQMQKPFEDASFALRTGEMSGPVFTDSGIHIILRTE
Active calls of the source: *; i = inactive; ? = inconclusive; · = no result given; [ ] = another dose, or the depositor's remark. Unless noted, calls follow the shape of the dose curve; as a rule, active = well fitted curve in the direction sought with a large enough effect; inconclusive = small, poorly fitted or top-dose-only effect, or another doubt; inactive = no such curve, though single readings can be large; an effect the other way counts as inactive or inconclusive. Potency is read from the fitted curve at half-maximal effect. Only part of the results is shown; rates above refer to the full screens.

SMILES	Pol iota inh	BAZ2B inh	HP1b binding inh	JMJD2A Tudor inh	GLS inhibitor	BLM inh	G9a block	Tb PGK inh	Pin1 inh
CCOC(=O)c1cccc2c1N[C@@H](c1ccc(F)cc1)[C@H]1CC=C[C@@H]21	36%[activator]	?	?	40µM*	?	-6%	10µM*	3%	?
CC1CCCN(C(=O)COC(=O)CNC(=O)c2ccc(Br)cc2)C1 (configuration not stated)	24%	0%	16%	-1%	0%	·	4%[59 µM]	3%	2%
C=CCn1c(=O)[nH]c(=O)c2c(N)c(C(=O)c3ccc(OC)cc3)sc21	28%	·	27%	-21%	-20%	·	·	-7%	2%
COC(=O)c1sc2cccc(F)c2c1S(=O)(=O)Nc1cc(C)c(Cl)cc1OC	-4%	-17%	45%[activator]	-15%	3%	-7%	2%[59 µM]	-6%	-5%
CCC(C)NC(=O)CCCN1C(=O)CCn2nc(-c3cccn3C)cc21 (configuration not stated)	31%[activator]	-26%	3%[57 µM]	-20%	7%	1%	-20%[59 µM]	i	1%
CC(NCCN(C)C)C1CCC2C3CCc4cc(O)ccc4C3CCC12C (configuration not stated)	20%	·	-16%	?	6%	·	·	4%	-1%
COc1ccc2c(c1)C(C1C(=O)CCCC1=O)c1ccccc1O2 (configuration not stated)	7%	-7%	22%	0%	13%	0%	-4%[12.7 µM]	0%	5%
CCOC(=O)c1ccc(N2CCOCC2)c(NC(=O)c2ccc3c(c2)OCO3)c1	99%[activator]	-4%	28%	-31%	3%	-4%	38%	i	-2%
CC1=C(c2ccc(C)c(C)c2)S(=O)(=O)N(Cc2ccc(C(=O)NCc3ccccc3F)cc2)C1=O	10%	-16%	25%	-14%	0%	-7%	?	3%	9%
Cc1ccccc1CN1CCN(CC(=O)NCc2ccccc2)C1=O	23%	7%	32%	-7%	1%	-2%	10%[12.7 µM]	1%	-9%
CCOC(=O)n1c(=O)n(Cc2ccc(Cl)c(Cl)c2)c2ccccc21	-1%	22%	76%	15%	-6%	-9%	31%[59 µM]	-2%	10%
COC(=O)CNC(=O)CSc1nc2sc(-c3ccccc3)cc2c(=O)n1-c1ccccc1	-8%	·	19%	-17%	1%	·	·	-6%	28%
O=C(c1cnc2n(c1=O)CCS2)N1CCc2ccccc21	8%	-5%	30%	-15%	2%	-10%	-4%[59 µM]	3%	1%
Cc1cc(Br)ccc1SCC(=O)NCC(c1ccco1)N1CCCCC1 (configuration not stated)	-1%	-25%	3%	-21%	2%	·	19%[2.33 µM]	i	1%
CNC1(C)[C@H]2CC[C@H](C2)C1(C)C (some centres not stated)	14%	·	23%	-10%	-10%	·	·	i	-7%
CCn1c(CSc2nc3ccccc3s2)nnc1SCC(=O)c1ccc2c(c1)OCCO2	14%	3%	29%	79µM*	5%	0%	?	-1%	39%[activator]
COCCn1c(SCc2ccc(OC)c(F)c2)nnc1-c1ccncc1	0%	-22%	-15%	-15%	0%	0%	-16%	i	-13%
CC1CCCN(c2ccc3nncn3n2)C1 (configuration not stated)	12%	-3%	31%	-17%	-6%	0%	13%	i	-6%
CCOC(=O)C1=C(C)N(CC)C(=S)NC1c1ccccc1OC(F)F (configuration not stated)	29%	?	50%[activator]	-13%	-2%	-14%	-28%	3%	-2%
COc1ccc(CCNC(=O)c2ccc(N3CCCC3=O)cc2)cc1	16%	7%	37%[activator]	1%	6%	-3%	9%[59 µM]	-5%	-1%
CN(Cc1ccccc1)Cc1c(O)ccc2ccccc12	135%[activator]	79µM*	?	4µM*	-37%	-3%	8.9µM*	-6%	0%
CCN(CC(=O)NC1CCS(=O)(=O)C1)S(=O)(=O)c1ccc(F)cc1 (configuration not stated)	-46%	-26%	6%	-14%[57.1 µM]	5%	-4%	-27%[59 µM]	-13%	4%
OC(c1ccccc1)c1nccc2ccccc12 (configuration not stated)	11%	?	-7%	-22%	-15%	-4%	25%	i	1%
COCCOC(=O)C1=C(C)NC(=O)NC1c1c(Cl)nc2ccccn2c1=O (configuration not stated)	31%[activator]	-3%	35%	-20%	13%	3%	16%[59 µM]	4%	7%
COc1ccc(Cn2ccc3nc(C)c(C(=O)Nc4ccc(C)c(F)c4)cc3c2=O)cc1	-2%	0%	63%[activator]	-9%	3%	-6%	1%[59 µM]	-8%	21%
COc1cc2c(cc1NC(=O)COC(=O)C(CCSC)NC(=O)c1ccccc1Cl)oc1ccccc12 (configuration not stated)	32%[activator]	-5%	9%	-21%	0%	-5%	?	-12%	29%
CC(C)c1ccccc1NC(=O)c1cnccn1	24%	-3%	32%[activator]	-8%	-3%	0%	-14%[12.7 µM]	-3%	3%
CC(=O)Nc1ccc(S(=O)(=O)N[C@@H](C)C(=O)N2CCN(C/C=C/c3ccccc3)CC2)cc1	0%	9%	37%	-6%	-2%	·	-12%[2.33 µM]	i	2%
Cc1ccc(S(=O)(=O)N2CCNC(=O)C2)c(C)c1	10%	-2%	21%	-6%	8%	·	56µM*	-5%	1%
O=C(N/N=C/c1ccc(O)cc1)NC12CC3CC(CC(C3)C1)C2	122%[activator]	-20%	4%	-27%	-28%	-5%	?	6%	3%
O=C(CCCO)N/N=C/c1ccccc1[N+](=O)[O-]	2%	5%	52%[activator]	-12%[57.1 µM]	-2%	5%	0%[59 µM]	i	6%
CCOC(=O)C(NC(=O)CC)(Nc1sc(C)c(CC)c1C#N)C(F)(F)F (configuration not stated)	28%	-4%	22%	-16%	-4%	-5%	?	7%	-4%
Fc1cccc2ncnc(OCc3ccccc3)c12	98%[activator]	-4%	4%	-7%	6%	-1%	26%	i	-1%
COc1ccc(/C(C)=N/N2C(C)CCCC2C)c(OC)c1 (configuration not stated)	119%[activator]	13%	28%	6%	9%	-2%	20%[2.33 µM]	1%	0%
COc1ccc(C)cc1Nc1nc2c(S(=O)(=O)c3cccc(Cl)c3)nnn2c2ccsc12	2%	-11%	37%	-14%	8%	-9%	-7%[59 µM]	15%	-3%
COC(=O)c1sccc1NC(=O)Nc1ccccc1F	17%	1%	22%	-19%	-1%	-2%	?	-15%	3%
COc1ccc(Cl)cc1NC(=O)C1(c2cccs2)CCOCC1	14%	·	36%[activator]	-7%[11.4 µM]	0%	-3%	-27%	-8%	-5%
Cc1ccc(S(=O)(=O)Nc2ccccn2)cc1[N+](=O)[O-]	1%	·	64%[activator]	4%	-9%	1%	1%	-5%	-7%
COc1cc2c(cc1OC)-c1cc(Nc3ccc(N(C)C)cc3)nc(=O)n1CC2	13%	?	-36%	?	?	1%	14µM*	i	-1%
COc1ccc(CN(C(=O)c2snc(C(N)=O)c2N)C(C(=O)NC(C)(C)C)c2ccco2)cc1 (configuration not stated)	18%	-27%	24%	-20%	-1%	-6%	?	-2%	-1%

Compound profiles, as listed above:
COc1ccc(CN(C(=O)c2snc(C(N)=O)c2N)C(C(=O)NC(C)(C)C)c2ccco2)cc1 (configuration not stated) in the list: Pol iota inh = 18%; BAZ2B inh = -27%; HP1b binding inh = 24%; JMJD2A Tudor inh = -20%; GLS inhibitor = -1%; BLM inh = -6%; G9a block = ?; Tb PGK inh = -2%; Pin1 inh = -1%
O=C(CCCO)N/N=C/c1ccccc1[N+](=O)[O-] in the list: Pol iota inh = 2%; BAZ2B inh = 5%; HP1b binding inh = 52%[activator]; JMJD2A Tudor inh = -12%[57.1 µM]; GLS inhibitor = -2%; BLM inh = 5%; G9a block = 0%[59 µM]; Tb PGK inh = i; Pin1 inh = 6%

Next section:
SMILES	Pol iota inh	BAZ2B inh	HP1b binding inh	JMJD2A Tudor inh	GLS inhibitor	BLM inh	G9a block	Tb PGK inh	Pin1 inh
CC(=O)c1cccc(S(=O)(=O)Nc2c(C)nn(C)c2C)c1	-4%	7%	24%	-22%	-12%	·	10%[2.33 µM]	-1%	-1%
COc1ccc(C(=O)NCC(c2cccs2)S(=O)(=O)c2ccc(C)cc2)cc1 (configuration not stated)	-16%	-2%	12%	3%	-14%	1%	-10%[59 µM]	-2%	0%
Cc1cc(C)n(C(=O)CNC(=O)Cc2ccccc2)n1	4%	·	?	-10%	0%	-2%	17%[59 µM]	·	?
O=C(Nc1ccccc1Cl)c1csc(-c2cccnc2)n1	19%	-16%	37%[activator]	-9%	1%	2%	?	-1%	13%
COc1ccc(-c2nn(-c3ccccc3)cc2C(=O)NC2CC2)cc1	-7%	-5%	37%[activator]	-5%	-3%	·	-13%[12.7 µM]	-3%	-2%
O=C(Nc1ccc(F)cc1)c1cccc2ccccc12	15%	5%	45%[activator]	13%	-10%	-2%	-9%	-6%	-8%

Structures above that have a Cl atom (7):
SMILES	Pol iota inh	BAZ2B inh	HP1b binding inh	JMJD2A Tudor inh	GLS inhibitor	BLM inh	G9a block	Tb PGK inh	Pin1 inh
COC(=O)c1sc2cccc(F)c2c1S(=O)(=O)Nc1cc(C)c(Cl)cc1OC	-4%	-17%	45%[activator]	-15%	3%	-7%	2%[59 µM]	-6%	-5%
CCOC(=O)n1c(=O)n(Cc2ccc(Cl)c(Cl)c2)c2ccccc21	-1%	22%	76%	15%	-6%	-9%	31%[59 µM]	-2%	10%
COCCOC(=O)C1=C(C)NC(=O)NC1c1c(Cl)nc2ccccn2c1=O (configuration not stated)	31%[activator]	-3%	35%	-20%	13%	3%	16%[59 µM]	4%	7%
COc1cc2c(cc1NC(=O)COC(=O)C(CCSC)NC(=O)c1ccccc1Cl)oc1ccccc12 (configuration not stated)	32%[activator]	-5%	9%	-21%	0%	-5%	?	-12%	29%
COc1ccc(C)cc1Nc1nc2c(S(=O)(=O)c3cccc(Cl)c3)nnn2c2ccsc12	2%	-11%	37%	-14%	8%	-9%	-7%[59 µM]	15%	-3%
COc1ccc(Cl)cc1NC(=O)C1(c2cccs2)CCOCC1	14%	·	36%[activator]	-7%[11.4 µM]	0%	-3%	-27%	-8%	-5%
O=C(Nc1ccccc1Cl)c1csc(-c2cccnc2)n1	19%	-16%	37%[activator]	-9%	1%	2%	?	-1%	13%

Source: PubChem BioAssay
